High-throughput results (PubChem)
HP1b binding inh – HTS for Inhibitors of HP1-beta Chromodomain Interactions with Methylated Histone Tails; AlphaScreen HP1-beta / biotin-H3K9me3 peptide binding; Potency, µM (titrated, usually from 114 µM), for the others: at the top dose activity change, negative = inhibition, most hits filed as inhibitors; Chromobox protein homolog 1 (Homo sapiens), P83916; 390,000 tested, 0.56% active; further: nearly all actives have a fitted effect of over 70% in size; inactives centre near 23
Target sequence (P83916 whole entry, looked up): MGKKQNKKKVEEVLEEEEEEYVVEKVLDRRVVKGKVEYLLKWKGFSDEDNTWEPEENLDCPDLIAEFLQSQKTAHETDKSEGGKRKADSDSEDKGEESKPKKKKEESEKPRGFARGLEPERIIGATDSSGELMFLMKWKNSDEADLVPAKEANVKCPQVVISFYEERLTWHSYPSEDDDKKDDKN
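Compound inhibition of the preformed complex between 50 nM HP1-beta and 50 nM biotinylated H3K9me3 peptide was read by AlphaScreen. Buffer was PBS pH 7.4 with 0.01% Tween-20. Incubations ran 30 min at room temperature, with 10 ug/mL donor/acceptor beads.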
JMJD2A Tudor inh – qHTS Assay for Inhibitors of JMJD2A-Tudor Domain; AID 504339, 2011; Potency, µM (top dose mostly 114 µM), for the others: at the highest dose activity change, negative = inhibition, most hits filed as inhibitors; AlphaScreen JMJD2A-Tudor / H3K4me3 peptide binding; 390,000 tested, 4.4% active; further: on the % scale 0 is the no-effect control and ±100 the full control effect; nearly all actives have a fitted effect of over 50% in size
12-LOX inh – Primary qHTS assay for inhibitors of human arachidonate 12S-lipoxygenase (ALOX12): Round 2 | purified 12hLO, xylenol orange hydroperoxide absorbance | Potency, µM (doses to about 108 µM), for inactives: at the highest dose activity change, negative = inhibition, most hits filed as inhibitors | 580,000 tested, 1.1% active | AID 1671190, 2021; further: on the % scale 0 is the no-effect control and ±100 the full control effect
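Purified human 12hLO (150 nM final) in 25 mM Hepes, 0.01% Triton X-100, pH 7.0 was preincubated 15 min at room temperature with compound. Then 40 uM arachidonic acid was added, 30 min. Hydroperoxide was read by Fe-XO absorbance ratio 573/405 nm.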
TrxR1 inh – qHTS Assay for Inhibitors of Mammalian Selenoprotein Thioredoxin Reductase 1 (TrxR1): qHTS; Thioredoxin reductase 1, cytoplasmic (Rattus norvegicus), O89049; recombinant rTrxR1, NADPH fluorescence consumption, selenite substrate; Potency, µM (highest dose often 114 µM), inactives show at the highest dose activity change, negative = inhibition, usual class: inhibitors; 390,000 tested, 1% active; AID 588453, 2011; further: on the % scale 0 is the no-effect control and ±100 the full control effect; nearly all actives have a fitted effect of over 65% in size
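Rat TrxR1 (90 nM in the dispensed reagent) was pre-reduced with 400 uM NADPH for 5 min at room temperature, then incubated with compound for 15 min. After 400 uM selenite was added, NADPH fluorescence (Ex 340/Em 450 nm) was followed for 8 min.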
PGK inhibitor – qHTS Assay to Find Inhibitors of Phosphoglycerate Kinase; Phosphoglycerate kinase, glycosomal (Trypanosoma brucei brucei), P07378; PGK/GAPDH coupled, Kinase-Glo luminescence, 60 min; Potency, µM (top dose mostly 57.5 µM), for the others: at the top dose activity change, negative = inhibition, actives largely listed as inhibitors; 380,000 tested, 0.043% active; AID 602233, 2012; further: on the % scale 0 is the no-effect control and ±100 the full control effect; nearly all actives have a fitted effect of over 60% in size
Target sequence (P07378 whole entry, looked up): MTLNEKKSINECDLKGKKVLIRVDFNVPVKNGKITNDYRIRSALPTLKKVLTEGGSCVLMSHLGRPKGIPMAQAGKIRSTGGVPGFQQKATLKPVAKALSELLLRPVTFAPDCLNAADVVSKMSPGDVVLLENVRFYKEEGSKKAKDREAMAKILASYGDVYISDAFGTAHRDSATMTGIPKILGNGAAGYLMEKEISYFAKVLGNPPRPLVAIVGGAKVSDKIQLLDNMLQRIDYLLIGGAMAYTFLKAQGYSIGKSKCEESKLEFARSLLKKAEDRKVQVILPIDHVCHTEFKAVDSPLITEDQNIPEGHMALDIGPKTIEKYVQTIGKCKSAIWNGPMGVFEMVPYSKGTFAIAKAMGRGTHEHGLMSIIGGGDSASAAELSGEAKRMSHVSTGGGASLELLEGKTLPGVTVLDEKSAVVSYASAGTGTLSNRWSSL
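Luminescent ATP detection (Kinase-Glo Plus) follows a 60-minute room-temperature incubation, with wells lacking PGK as controls. Buffer: 100 mM TEA (pH 7.6), 5 mM MgCl2, 0.01% Tween-20. Coupling enzyme GAPDH (100 nM final) supplies unstable 1,3-BPG in-well.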
RGS4 inhibitor – Inhibitors of Regulator of G Protein Signaling (RGS) 4: qHTS. Regulator of G-protein signaling 4 (Homo sapiens), P49798. Potency, µM (top dose mostly 114 µM), inactives show at the highest dose activity change, negative = inhibition, actives largely listed as inhibitors. Transcreener GDP fluorescence polarization, RGS4-accelerated GTP hydrolysis. 390,000 tested, 0.039% active; further: on the % scale 0 is the no-effect control and ±100 the full control effect; nearly all actives have a fitted effect of over 75% in size; some results filed as inactive show a strong effect at the top dose
Target sequence (P49798 whole entry, looked up): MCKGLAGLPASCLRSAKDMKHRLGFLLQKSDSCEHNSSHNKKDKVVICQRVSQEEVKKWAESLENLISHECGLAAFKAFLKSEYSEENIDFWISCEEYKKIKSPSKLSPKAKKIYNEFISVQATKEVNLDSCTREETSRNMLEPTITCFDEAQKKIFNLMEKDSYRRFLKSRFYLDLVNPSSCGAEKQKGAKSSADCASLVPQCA
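MLSMR compounds (23 nl, pin-transferred) preincubated 10 min at room temperature with a 500nM (2x) first reagent, then RGS4 at 900nM (2x) plus Transcreener GDP mix added; fluorescence polarization (620/688 nm) read before and after 90 min at 30 °C.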
GLS inhibitor – qHTS for Inhibitors of Glutaminase (GLS) | Glutaminase kidney isoform, mitochondrial (Homo sapiens), O94925 | 410,000 tested, 0.21% active | GLS enzymatic activity, qHTS titration | AID 624170, 2012 | Potency, µM (doses to about 45.5 µM), for the others: top-dose activity change, negative = inhibition, actives largely listed as inhibitors; further: on the % scale 0 is the no-effect control and ±100 the full control effect
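Human kidney-isoform GLS in 45 mM KH2PO4 pH 8.2, 0.02% Tween-20, with compound, started with 1mM L-Glutamine (added stock). Glutamate oxidase/HRP/Amplex red coupled fluorescence read at start and after 30 min at RT.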
Pin1 inhibitor – qHTS Assay to Find Inhibitors of Pin1. Peptidyl-prolyl cis-trans isomerase NIMA-interacting 1 (Homo sapiens), Q13526. Pin1 FP peptide displacement, HiFluor488, 10 min. Potency, µM (highest dose often 115 µM), without a hit: at the highest dose activity, negative = inhibition, actives largely listed as inhibitors. 390,000 tested, 0.009% active. AID 504891, 2011; active means well fitted inhibition curve with a large enough effect in the polarisation, with a control signal flat, not every such curve was filed as active; inconclusive means small, poorly fitted or top-dose-only effect, or effect the other way, or a change in a side signal; inactive means no such curve, though single readings can be large or run the other way; the % refers to the polarisation; further: on the % scale 0 is the no-effect control and ±100 the full control effect
Target sequence (Q13526 whole entry, looked up): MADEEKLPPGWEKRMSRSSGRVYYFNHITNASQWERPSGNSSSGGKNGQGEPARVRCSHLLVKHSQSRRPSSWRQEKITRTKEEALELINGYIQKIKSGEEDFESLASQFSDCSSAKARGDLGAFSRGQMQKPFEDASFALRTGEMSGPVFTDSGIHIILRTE
ERG-DNA inh – qHTS for Small Molecule Inhibitors of the ERG Ets/DNA interaction | fluorescence polarization, His-ERG Ets domain / labelled DNA | Potency, µM (highest dose often 76.9 µM), for inactives: top-dose FP activity, negative = inhibition, hits mostly inhibitors | 370,000 tested, 0.028% active | AID 624246, 2012; active means well fitted inhibition curve with a large enough effect in the polarisation, with a control signal flat; inconclusive means small, poorly fitted or top-dose-only effect, or effect the other way, or a change in a side signal; inactive means no such curve, though single readings can be large or run the other way; the % refers to the polarisation;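 further: polarization taken with two DNA probes labelled with fluorescein and Texas red; % of control where 0% means no effect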
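His-tagged ERG Ets domain (1 uM in the protein solution; 300mM KCl, 50mM Tris-HCl, 1mM EDTA, 1mM DTT, pH 7.5) received compound, then a probe mix of 5 nM fluorescein-DNA and 100nM Texas-615-DNA. Fluorescence polarization was read for both dyes.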
* hit, by the source's call; i = inactive; ? = inconclusive; . = no result given; & = joins results of further samples; [ ] = dose if it differs, or a comment. Unless noted, the call rests on the fitted dose curve; in most records, active means well fitted curve in the direction sought with a large enough effect; inconclusive means small, poorly fitted or top-dose-only effect, or another doubt; inactive means no such curve, though single readings can be large; an effect the other way counts as inactive or inconclusive. Potency means the concentration at half of the fitted maximal effect.

no.	structure	TrxR1 inh	JMJD2A Tudor inh	PGK inhibitor	GLS inhibitor	12-LOX inh	RGS4 inhibitor	ERG-DNA inh	Pin1 inhibitor	HP1b binding inh
1	CC1CCCCN1c1c(S(=O)(=O)c2ccc(Cl)cc2)cnc2ccccc12 (centres undefined)	-1%	6%	-6%	-15%	-21%	-25%	-1%	9%	26%
2	COc1ccc(N2CCN(c3cc(C)c4cccc(C)c4n3)CC2)cc1	34%[57.1 µM]	22µM*	12%	2%	-2%	-6%	-8%	-4%	?
3	CCOc1ccccc1NC(=O)CN1CCCCCC1	14%[57.1 µM]	3.2µM*	-8%	0%	-20%	-5%	-4%	-13%	-13%
4	CC1CCc2c(sc3nnn(Cc4cccc(C(=O)OC(C)C)c4)c(=O)c23)C1 (centres undefined)	19%	6%	.	7%	-30%	15%	1%	4%	35%[activator]
5	CC(Oc1ccc(Cl)cc1Cl)C(=O)NCCCN(C)C (centres undefined)	5%	-22%	.	8%	1%[57.4 µM]	24%	.	-11%	28%
6	Cc1ccc(C2(CC(=O)Nc3nccs3)CCOC(C(C)C)C2)cc1 (centres undefined)	-10%	5%	-3%	-2%	1%	-22%	.	-6%	?
7	N#Cc1cccc(Nc2ncnc3c2cnn3-c2cccc(Cl)c2)c1	6%[57.1 µM]	-11%	i	-4%	?	-9%	9%	-8%	35%
8	COc1ccc(Cc2nc3ccccc3n2CC(=O)N/N=C/c2ccc(C)cc2O)cc1OC	-4%	?	-8%	-1%	-11%	?	-8%	35%[activator]	19%
9	CCNc1cc2c(cc1O)CCC1C2CCC2(C)C(O)CCC12 (centres undefined)	11%[11.4 µM]	89µM*	2%	?	?	?	-11%	3%	?
10	Cc1cc(C(=O)C[N+]2(C)CCOCC2)c(C)n1-c1ccc(Br)cc1	-14%	?	-1%	-6%	-10%	3%	-2%	-5%	-5%
11	CC1CC(C)(C)NC(=S)N1CCC(=O)N1CCc2ccccc21 (centres undefined)	-14%	-4%	5%	-2%	?	-18%	-11%	4%	20%
12	COc1ccc(NC(=O)CSc2n[nH]c(C)c2[N+](=O)[O-])cc1	10%	-6%	i	1%	-7%	6%	4%	2%	57%[activator]
13	O=C(c1ccc(N2CCNCC2)cc1)c1cccnc1	?	-21%	1%	17%	0%	-27%	1%	2%	19%
14	CN1C=CC=C/C1=C(\C#N)c1nc2ccccc2[nH]1	1%	-8%	-3%	32%[activator]	-3%	8%	-10%	-5%	16%
15	Cc1cc(Br)cn2ccnc12	-7%[57.1 µM]	-4%	-7%	-6%	-24%	10%	-8%	3%	23%
16	O=C(Cn1c(=O)oc2ccccc21)Nc1ccc(Cl)cc1	10%	-7%	i	3%	-7%	5%	-6%	-1%	9%

Profiles, quoted from the list:
O=C(Cn1c(=O)oc2ccccc21)Nc1ccc(Cl)cc1 across the screens: TrxR1 inh: 10%; JMJD2A Tudor inh: -7%; PGK inhibitor: i; GLS inhibitor: 3%; 12-LOX inh: -7%; RGS4 inhibitor: 5%; ERG-DNA inh: -6%; Pin1 inhibitor: -1%; HP1b binding inh: 9%
CN1C=CC=C/C1=C(\C#N)c1nc2ccccc2[nH]1 across the screens: TrxR1 inh: 1%; JMJD2A Tudor inh: -8%; PGK inhibitor: -3%; GLS inhibitor: 32%[activator]; 12-LOX inh: -3%; RGS4 inhibitor: 8%; ERG-DNA inh: -10%; Pin1 inhibitor: -5%; HP1b binding inh: 16%
CCNc1cc2c(cc1O)CCC1C2CCC2(C)C(O)CCC12 (centres undefined) across the screens: TrxR1 inh: 11%[11.4 µM]; JMJD2A Tudor inh: 89µM*; PGK inhibitor: 2%; GLS inhibitor: ?; 12-LOX inh: ?; RGS4 inhibitor: ?; ERG-DNA inh: -11%; Pin1 inhibitor: 3%; HP1b binding inh: ?

More compounds follow:
no.	structure	TrxR1 inh	JMJD2A Tudor inh	PGK inhibitor	GLS inhibitor	12-LOX inh	RGS4 inhibitor	ERG-DNA inh	Pin1 inhibitor	HP1b binding inh
17	Cc1ccc2nc(SCC(=O)Nc3oc(C)c4c(C)n[nH]c(=O)c34)[nH]c2c1	-31%	-17%	-2%	0%	-13%	-6%	2%	0%	31%
18	COc1ccc(S(=O)(=O)N2CCOC23CCN(S(C)(=O)=O)CC3)cc1	6%[57.1 µM]	1%	-3%	-4%	-16%	9%	-10%	0%	27%
19	CC1CCN(C(=O)COC(=O)c2c[nH]c3ccccc23)CC1	11%	-15%	-9%	0%	-11%	6%	11%	-5%	5%
20	Cn1c(=O)c(=O)n(C)c2cc([N+](=O)[O-])c(N3CCOCC3)cc21	17%	-8%	-11%	0%	0%	7%	-1%	0%	24%
21	CCCSc1ncc(Cl)c(C(=O)Nc2nc3ccc(OCC)cc3s2)n1	20%	-5%	.	2%	12%&-15%	-34%	2%	-1%	53%[activator]
22	COc1ccc(-c2csc(N(C)C(=O)c3cccs3)n2)cc1	25%[57.1 µM]	-3%	-7%	0%	i	-2%	0%	24%	20%
23	O=C(NCc1ccc(Cl)cc1)C1CCN(S(=O)(=O)c2ccccc2)CC1	5%[57.1 µM]	-2%	0%	-26%&-8%	?	?	-11%&1%	-5%&6%	-18%&37%
24	Cc1c(C(=O)N2CCC(C)CC2)sc2ncn(CC(=O)N3CCC(C)CC3)c(=O)c12	4%	8%	-6%	6%	-28%	-23%	-3%	-2%	30%
25	COC(=O)Cc1ccc(NC(=S)NCc2ccc(F)cc2)cc1	?	-10%	i	-1%	?	-4%	-8%	0%	22%
26	CCOC(=O)C1=C(C)NC(SCC(N)=O)=C(C#N)C1c1ccncc1 (centres undefined)	-9%&-23%	-6%&9%	-7%	11%&-3%	214%&-1%[activator]	-16%&-29%	5%	-5%&4%	53%&55%[activator]
27	Cc1ccccc1C(=O)NNC(=O)c1cccc(Br)c1	26%	1%	-2%	4%	-8%	-7%	-1%	-5%	31%
28	C=C(C)Cn1cnc2c(oc3nc4c(cc32)CCCC4)c1=O	10%	3%	-6%	-5%	0%	5%	-4%	7%	31%
29	CC1(C)CC(CC(=O)O)(c2ccc(F)cc2)CCO1 (centres undefined)	15%	-15%	-4%	2%	-14%	2%	-1%	2%	37%
30	CCOC(=O)c1c(C)cc(=O)oc1C	5%	8%	i	-3%	0%	-10%	4%	-1%	25%
31	O=C(C1=C[C@H](c2ccc(Br)cc2)C[C@H](OCCCCO)O1)N1CCOCC1	-11%	-18%	-4%	-1%	?	-4%	2%	1%	60%[activator]
32	C#CCOCCOCCOCCNc1nc(N2CCN(C(=O)[C@H](CCC(=O)O)n3cc(C(N)Cc4ccc(O)cc4)nn3)CC2)nc(N2CCN(C(=O)[C@H](CCC(=O)O)n3cc(C(N)CC(C)C)nn3)CC2)n1 (some centres undefined)	-5%[57.1 µM]	32µM*	-6%	26%	.	4%	10%	4%	-1%
33	CCOc1ccc(CN2CCN(S(=O)(=O)c3ccc(Cl)cc3)CC2)cc1	12%	?	9%	-2%	-4%	4%	-1%	-5%	-32%
34	NC(=O)N1CCC2(CC1)NC(=O)N(c1ccccc1)N2	23%[57.1 µM]	-4%	i	10%	?	-24%	0%	-11%	34%
35	O=C(Cn1nnc(-c2ccc(F)cc2)n1)Nc1ccc2c(c1)OCCO2	9%	-7%	i	4%	2%	25%	-3%	-2%	19%
36	Cc1sc2nc(SCC(=O)O)[nH]c(=O)c2c1C	-7%	0%	-9%	-19%	-10%	13%	-6%	-4%	41%[activator]
37	Cc1ccn2c(CNCC3COCCO3)c(C(=O)N3CCCCCC3)nc2c1 (centres undefined)	-15%	-16%	i	-2%	4%	17%	6%	2%	32%
38	O=C(c1ccccn1)c1ccc2ccccc2n1	16%[57.1 µM]	-7%	-13%	4%	154%[activator]	-6%	-6%	-4%	17%
39	CC(=O)Oc1c(C)c(C)c2c(c1C)CC[C@@](C)(CCC[C@H](C)CCC[C@H](C)CCCC(C)C)O2	20%	-12%	-7%	16%&-13%	2%	13%	2%	-12%	18%
40	CCOc1ccc(S(=O)(=O)N2CCN(C(=O)CN3C(=O)NC(C)(C)C3=O)CC2)cc1	14%	-4%	-8%	-3%	1%	-2%	-9%	2%	42%[activator]
41	O=C(NCCCN1CCCC1=O)c1ccc2c(c1)NC(=O)c1ccccc1S2	11%[57.1 µM]	-12%	3%	13%	87%[activator]	-1%	-17%	-7%	44%[activator]

The list is partial; the hit share may differ from the screen's.
